IL1B NFkB pot: enhances IL-1B driven NFkB nuclear translocation; AID 819; activation, % at 2 µM; HUVEC IL-1B NFkB p65 nuclear translocation imaging; 94,000 tested, 0.3% active;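 active = activation above 40%, about the mean plus 3 SD, also judged a hit on visual image review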;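 note: percent activation is computed from the nuclear over cytoplasmic p65 intensity ratio; values of inactives mirror those of a sister screen read the other way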
PLAP inhibition: PLAP enzyme inhibitors, biochemical, luminescence, HTS (AID 690). purified PLAP, luminescent substrate; higher % means a stronger effect. inhibition, % at 20 µM; hits with a dose series show IC50 in µM. 96,000 tested, 0.08% active; in the data active = a potency from the dose series; inactive = the rest, 99 in 100 with inhibition below about 30%; note: strong numbers were not always called active
Bcl-B displacement: displacers of TR3 peptide from Bcl-B, primary screen, selectivity assay for Bfl-1 inhibitor project, biochemical, fluorescence polarization. 96,000 tested, 0.11% active. FP displacement of FITC-TR3 peptide from Bcl-B; higher % means a stronger effect. AID 748. displacement, % at 20 µM; hits with a dose series show IC50 in µM;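 active = displacement above 50% at 20 µM plus a fluorescence interference ratio under 1.5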;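 note: plate controls were wells without compound for no effect and wells lacking Bcl-B protein for full effect; a part of the inactive calls stands beside numbers as strong as those of hits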
MRP resist rev: compounds reversing MRP-mediated drug resistance; differential viability (reversal), % at 10 µM; H69AR cells + 2 uM doxorubicin, CellTiter-Glo, 72 h; 85,000 tested, 0.04% active;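 active = viability drop by adding the cancer drug above about 55%, with treated viability meeting a 40% cutoff, limit read from the data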;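 note: viability without doxorubicin minus viability with 2 µM doxorubicin for each compound; larger differential means the compound sensitizes cells more to doxorubicin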
NFkB transloc inh: blocks IL-1B driven NFkB nuclear translocation in HUVEC cells. HUVEC IL-1B NFkB p65 nuclear translocation imaging. inhibition, % at 2 µM. 94,000 tested, 0.43% active. AID 796;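 active = inhibition above about 30% together with a positive call from visual inspection of the well image, limit read from the data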;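 note: nuclear over cytoplasmic p65 intensity ratio measured by imaging; 0% = IL-1B stimulated DMSO wells and 100% = unstimulated DMSO wells; values of inactives mirror those of a sister screen read the other way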
MRP resist rev cytotoxicity: second read-out of MRP resist rev, no call of its own (marks repeat the call); viability, %; H69AR cells, CellTiter-Glo, 72 h; measured here: cytotoxicity without doxorubicin
MRP resist rev with doxorubicin: recorded beside MRP resist rev, whose call it bears; viability, %; measured here: viability with 2 uM doxorubicin; stronger effect = lower value
NFkB transloc inh cell count 2 µM: further read-out of NFkB transloc inh, marked with its call; cell count; measured here: cells passing quality filter;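 raw number of nuclei counted in each imaged well without normalization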
IL1B NFkB pot cell count 2 µM: recorded beside IL1B NFkB pot, whose call it bears; cell count; measured here: cells passing quality filter
An asterisk follows results filed as active; / = no result given.

canonical_smiles	IL1B NFkB pot	IL1B NFkB pot cell count 2 µM	PLAP inhibition	Bcl-B displacement	MRP resist rev	MRP resist rev cytotoxicity	MRP resist rev with doxorubicin	NFkB transloc inh	NFkB transloc inh cell count 2 µM
CSc1nnc(-c2ccc(S(=O)(=O)N3CCOCC3)cc2)n1CC1CCCO1 (stereo not drawn)	-8	100	-6%	6%	0	100	100	8	100
CCOC(=O)c1sc(NC(=O)C(C)(C)C)cc1C	-14	187	10%	-4%	-3	73	76	14	187
COc1ccc(OC)c(N(CC(=O)N2CCC(C)CC2)S(=O)(=O)c2ccc(OC)c(OC)c2)c1	/	/	-46%	3%	0	87	86	/	/
CCOC(=O)c1c(C)n(C)c2ccc(OCC(O)CNC(CC)CO)cc12 (stereo not drawn)	7	121	-22%	2%	7	86	79	-6	121
O=C(NNC(=O)c1sc2cccc(Cl)c2c1Cl)NC1CCCCC1	14	150	-19%	2%	/	/	/	-14	150
Cc1ccccc1N(Cc1nnc2n1CCCCC2)C(=O)Nc1ccccc1	4	174	-16%	11%	12	100	88	-4	174
CSc1nnc(-c2ccco2)c(-c2ccco2)n1	-9	116	-24%	19µM*	-23	54	77	9	116
COc1ccc(S(N)(=O)=O)cc1C(=O)NCCCN1CCN(c2ccc(C)cc2)CC1	-2	150	-12%	-4%	/	/	/	2	150
Cc1cc(NS(=O)(=O)c2ccc(NC(=O)COc3ccccc3Cl)cc2)no1	-1	149	-49%	-2%	9	92	82	1	149
Cc1nn(C)c(C)c1CN(C)C(=O)c1cc2n(n1)C(C(F)(F)F)CC(c1cccs1)N2 (stereo not drawn)	-1	107	-26%	-8%	12	90	78	1	107
Cc1ccc2oc(Nc3nc(C)cc(C)n3)nc2c1	0	175	-176%	6%	10	102	91	0	175
O=C(Cc1ccccc1)Nc1cccc(N2CCCC2)c1	2	158	-14%	6%	3	99	96	-2	158
Cc1ccc(C(=O)Nc2ccon2)cc1S(=O)(=O)N1CCCCCC1	0	167	31%	-15%	-1	70	71	0	167
CCCc1nc2sc(C(=O)OCC)c(N)c2c2c1COC(C)(C)C2	-7	97	-17%	5%	-1	76	77	7	97
COc1ccc(S(=O)(=O)Nc2ccc(S(=O)(=O)N3CCCCC3)cc2)cc1OC	-3	158	-32%	-5%	-10	76	86	2	158
COc1cc2c(cc1NC(=O)c1ccc(C(C)(C)C)cc1)CCCC2	-12	147	-15%	-14%	/	/	/	12	147
Cc1ccc(C)c(N(CC(=O)NC2CCCC2)C(=O)c2cc3cc4cccc(C)c4nc3s2)c1	-7	154	-36%	1%	/	/	/	7	154
Cc1cc(C)n(-c2cc(C(C)(C)C)nc3c(-c4ccc(Cl)cc4)cnn23)n1	-7	175	-18%	-10%	-8	74	82	7	175
Cc1c(C#N)c2ccccc2n1CC(=O)NCCc1c[nH]c2ccccc12	-7	171	17%	-8%	-31	37	68	7	171
CC(=O)/C(C#N)=C1\NC(=O)C(Cc2ccc(C)c(C)c2)S1 (stereo not drawn)	/	/	-3%	-10%	11	109	98	/	/
CN(C)Cc1c(O)ccc2[nH]cnc12	-12	182	-52%	-6%	-12	101	114	12	182
CC(C)(C)NC(=O)C(c1ccccc1)N(C(=O)c1csnn1)C1CC1 (stereo not drawn)	/	/	-35%	5%	23	102	79	/	/
COc1cc(/C=N/O)cc(Br)c1OCc1cccc(Cl)c1	0	130	11%	1%	/	/	/	0	130
COc1ccc(CN2CCSCC2)cc1O	-5	165	-5%	7%	10	93	84	5	165
Cc1ccc(C)c(NC(=O)c2ncn[nH]2)c1	6	55	-5%	6%	-10	94	105	-6	55
N#CC1(c2c(O)nc3n(c2=O)CCCS3)CCCCC1	-12	105	8%	1%	-3	86	89	12	105
Cc1nnc(NC(=O)CSc2ncnc3c2cnn3-c2ccccc2C)s1	5	144	18%	2%	/	/	/	-5	144
Cc1ccc(C)c(C(=O)N(Cc2nc(-c3ccc(Cl)cc3)no2)C(C)C)c1	22	68	-64%	6%	23	100	77	-22	68
CCOc1ccccc1NC(=O)CC1Nc2ccccc2NC1=O (stereo not drawn)	10	151	/	/	2	84	82	-10	151
COc1ccc2c(c1OC)C(=O)N1c3ccccc3C(=O)N(c3ccccc3)C21 (stereo not drawn)	13	148	20%	-2%	-2	1	3	-13	148
CCC(C)NC(=O)c1ccccc1NS(=O)(=O)c1ccc(OC)c(OC)c1 (stereo not drawn)	2	103	-23%	-15%	9	86	77	-2	103
CCOC(=O)N1CCN(C(=O)CN(c2ccc(C)c(C)c2)S(=O)(=O)c2ccccc2)CC1	23	124	-48%	-8%	-17	79	96	-23	124
O=C(OCC(=O)N1CCN(c2ccccc2)CC1)c1ccco1	-2	192	-5%	-4%	-21	29	50	2	192
CC(C)(C)c1ccc(Cn2ccc(-c3ccc4c(c3)OCO4)n2)cc1	-3	108	-8%	-2%	/	/	/	3	108
CN(Cc1nc(-c2ccncc2)no1)S(=O)(=O)c1ccccc1	16	167	-18%	2%	11	100	89	-16	167
CCN1CCN(CCNC(=O)CCCCCn2c(=O)[nH]c3cc(C(=O)OC)ccc3c2=O)CC1	2	147	-18%	-1%	/	/	/	-2	147

Some of these compounds in order of molecular weight, lowest first:
canonical_smiles	IL1B NFkB pot	IL1B NFkB pot cell count 2 µM	PLAP inhibition	Bcl-B displacement	MRP resist rev	MRP resist rev cytotoxicity	MRP resist rev with doxorubicin	NFkB transloc inh	NFkB transloc inh cell count 2 µM
CCOc1ccccc1NC(=O)CC1Nc2ccccc2NC1=O (stereo not drawn)	10	151	/	/	2	84	82	-10	151
Cc1nnc(NC(=O)CSc2ncnc3c2cnn3-c2ccccc2C)s1	5	144	18%	2%	/	/	/	-5	144
CCOC(=O)N1CCN(C(=O)CN(c2ccc(C)c(C)c2)S(=O)(=O)c2ccccc2)CC1	23	124	-48%	-8%	-17	79	96	-23	124

The listing picks up, repeating the 2 entries before the break.
canonical_smiles	IL1B NFkB pot	IL1B NFkB pot cell count 2 µM	PLAP inhibition	Bcl-B displacement	MRP resist rev	MRP resist rev cytotoxicity	MRP resist rev with doxorubicin	NFkB transloc inh	NFkB transloc inh cell count 2 µM
CN(Cc1nc(-c2ccncc2)no1)S(=O)(=O)c1ccccc1	16	167	-18%	2%	11	100	89	-16	167
CCN1CCN(CCNC(=O)CCCCCn2c(=O)[nH]c3cc(C(=O)OC)ccc3c2=O)CC1	2	147	-18%	-1%	/	/	/	-2	147
Cc1ccc(SCc2c(C#N)c3ccccc3n2C)cc1	3	155	/	/	8	85	77	-3	155
O=P(COc1ccccc1)(c1ccccc1)c1ccccc1	-1	152	12%	1%	/	/	/	1	152
CSc1ccc(S(=O)(=O)Nc2cccc(F)c2)cc1	17	121	-26%	4%	-6	94	100	-17	121
O=C(O)C1CCC(=O)N1C1c2ccccc2Oc2ccccc21 (stereo not drawn)	-15	64	-9%	-6%	-32	66	98	14	64
O=C(CSc1nccn1-c1ccc(F)cc1)NCc1ccc2c(c1)OCO2	-8	123	8%	3%	11	102	91	8	123
CC(=O)Nc1ccc(S(=O)(=O)NCc2ccc(C(=O)NCc3ccc4c(c3)OCO4)cc2)cc1	-9	148	/	8%	4	93	89	9	148
Cc1ccc(-c2nc3ccccc3s2)cc1NC(=O)c1cc(-n2cnnc2)ccc1Cl	-3	109	0%	-12%	/	/	/	3	109
Cc1[nH]n(-c2ccc([N+](=O)[O-])cc2)c(=O)c1C=NCCN1CCN(C(=O)c2ccc(F)cc2)CC1	2	175	-77%	5%	3	47	44	-2	175
O=C(Nc1ccccc1)N1CCC(C(=O)N(Cc2ccco2)Cc2cccs2)CC1	-1	101	-6%	-14%	-6	78	84	1	101
Cc1nc(SCC(=O)N2CC(C)OC(C)C2)nc(C)c1C (stereo not drawn)	2	149	-4%	-4%	-6	74	81	-2	149
Cc1nnc(NC(=O)c2ccc(-c3cccc(C(F)(F)F)c3)o2)s1	-1	184	-4%	-13%	-7	90	97	1	184
Cn1cccc1C(=O)NC(=O)COC(=O)c1ccccc1O	18	176	-26%	-10%	-8	99	106	-18	176
Cc1cc(N2C(=O)C(=O)/C(=C(/O)c3ccc(F)cc3)C2c2ccc(Cl)cc2)no1 (stereo not drawn)	16	167	-39%	18%	26	111	85	-16	167
O=C(NCc1ccccc1)c1ccc(C2SCC(=O)N2Cc2ccccc2)cc1 (stereo not drawn)	7	140	/	/	-14	61	75	-7	140
Cc1cnc(C(=O)OCC(=O)NC(C)C)cn1	/	/	-11%	-4%	-2	103	105	/	/
Cc1ccc2nsnc2c1S(=O)(=O)N1CCN(CCc2ccccc2)CC1	5	98	9%	2%	25	97	72	-5	98
COc1ccc(NC(=O)c2sc3cc(C(F)(F)F)cnc3c2-c2cccs2)cc1	/	/	20%	5%	10	83	72	/	/
CCOc1ccc(C2/C(=C(\O)c3c(C)[nH]c(C(=O)OC)c3C)C(=O)C(=O)N2CCN(C)C)cc1 (stereo not drawn)	11	129	4%	-16%	-24	92	117	-11	129
CCOC(=O)c1c(C)n(C)c2ccc(OCC(O)CN(CC)CC)cc12 (stereo not drawn)	-1	150	-23%	8%	-7	86	93	1	150
CCN(CC)c1ncc(C)c(=O)[nH]1	/	/	5%	0%	-3	94	97	/	/
CCOC(=O)c1[nH]c(C)c(C(=O)N(C)C)c1C	-8	189	9%	0%	6	94	87	8	189
CCCCCCCCCCCNC(=O)c1ccoc1C	-10	148	/	/	6	97	91	10	148
COc1ccc(NC(=O)Nc2c(C)n(C)n(-c3ccccc3)c2=O)cc1	/	/	-3%	-1%	-2	102	103	/	/
COC(=O)c1c(C)cc(C)n2c1nc1ccccc12	0	76	8%	4%	14	102	88	0	76
O=C1C=C(NCC2CCCO2)C2(CCCCC2)O1 (stereo not drawn)	5	172	4%	-2%	/	/	/	-5	172
Cc1ccc(C(=O)C2OC(=O)C(C)(C)C(=O)C2(C)C)cc1 (stereo not drawn)	6	174	10%	4%	10	102	92	-6	174
Cc1[nH]nc(N=Cc2c(O)n(C)c(=O)n(C)c2=O)c1-c1ccccc1	/	/	-11%	-65%	-3	86	90	/	/
Cc1ccc(NS(=O)(=O)c2cc(C(N)=O)ccc2C)cc1	17	172	1%	8%	-3	109	112	-17	172
CC1(C)C(=O)OC(c2c(F)c(F)c(F)c(F)c2F)C2(CCCCC2)C1=O (stereo not drawn)	4	138	13%	-6%	7	87	80	-4	138
O=C(NCc1ccccc1)NC1(C(=O)N2CCOCC2)CCCCC1	/	/	-2%	1%	-8	86	94	/	/
CCSc1nnc(NC(=O)C(C)(C(F)(F)F)C(F)(F)F)s1	/	/	-9%	0%	4	88	84	/	/
Cc1noc(C)c1S(=O)(=O)Nc1ccc(C(=O)NC2CCCCCC2)cc1	-9	178	-10%	-8%	/	/	/	8	178
COc1ccc(S(=O)(=O)Nc2ccccc2C(=O)NCc2ccco2)cc1Br	-4	182	-54%	-10%	9	83	75	4	182
Cc1ccc(/C=N/NC(=S)NC(C)C)o1	4	189	-26%	-4%	/	/	/	-4	189
CCCCNC(=O)OCC(CC)NC(=O)OC(C)C (stereo not drawn)	6	113	-7%	3%	22	117	95	-6	113
Cc1cc(Cl)ccc1OCC(=O)Nc1ccccc1N1CCOCC1	1	100	-31%	-4%	-25	67	91	-1	100
COc1cc(NC(=O)C2CCCN2C(=O)C2CCC(C)CC2)cc(OC)c1OC (stereo not drawn)	-2	64	-72%	-7%	/	/	/	2	64
O=C(NC1CCCCC1)c1ccccc1NC(=O)C1CC(=O)N(c2ccc(Cl)cc2)C1 (stereo not drawn)	1	150	/	/	18	88	71	-1	150
Cc1cc(C)c(C)c(OCCOCCN2CCOCC2)c1	31	87	-9%	-2%	-13	89	103	-31	87

Source: PubChem BioAssay (several laboratories)

These rows are one share of the data, so the mix of outcomes need not match the whole.
